NCI-60 one-dose screen, 48 h, at 10 µM unless noted. Numbers give growth in % (100 = growth as untreated, 0 = no growth, -100 = all killed).
NCI-H460: NCI-H460 lung cancer; 82,000 tested, 6.8% active; AID 1794736
HCT-116: HCT-116 colon cancer; 82,000 tested, 7.3% active; AID 1794798
SW-620: SW-620 colon cancer | AID 1794795 | 82,000 tested, 5.2% active
KM12: KM12 colon cancer cells | 82,000 tested, 5% active | AID 1794800
HT29: HT29 colon cancer; 81,000 tested, 7.4% active
COLO 205: COLO 205 colon cancer. 79,000 tested, 7.3% active. AID 1794742
HCT-15: HCT-15 colon cancer | 82,000 tested, 5.2% active | AID 1794746
NCI-H226: NCI-H226 lung cancer. 79,000 tested, 3.5% active. AID 1794732
NCI-H322M: NCI-H322M lung cancer; AID 1794733; 80,000 tested, 2.7% active
Starred values were filed as active, the others as inactive; . = not tested or not shown; & = joins results of further samples; [ ] = another dose, or the depositor's remark. Rule for the calls: active = growth percent below 10; inactive = the rest.

The opening five entries, ahead of the listing:
1: Cc1ccc(N(CC(=O)Nc2ccc(S(=O)(=O)N3CCC(N4CCCC4)CC3)cc2)S(=O)(=O)c2ccc(Cl)cc2)cc1
2: COC1OC(C(C)Br)C2OC(C)(C)OC12 (stereo not drawn)
3: C/C(=N\N1C(=O)c2ccccc2NC1c1ccc(C)cc1)c1c(O)cc(C)oc1=O (stereo not drawn)
4: CC(C)CSc1nc(N/N=C/c2cc(Cl)ccc2O)c(C#N)c(-c2ccc(F)cc2)n1
5: CC(CCN1C(=O)c2ccccc2C1=O)C(Br)C(=O)O (stereo not drawn)

Compound,1,2,3,4,5
COLO 205,-60*,108,101,96,110
NCI-H460,-58*,102,92,71,107
NCI-H322M,22,85,92,97,95
HCT-15,-48*,99,92,78,108
HT29,-17*,99,99,93,.
HCT-116,-70*,99,92,62,115
NCI-H226,65,102,92,96,98
KM12,24,106,96,97,100
SW-620,-47*,98,100,94,108

The whole of this part, from the first entry:
1: Cc1ccc(N(CC(=O)Nc2ccc(S(=O)(=O)N3CCC(N4CCCC4)CC3)cc2)S(=O)(=O)c2ccc(Cl)cc2)cc1
2: COC1OC(C(C)Br)C2OC(C)(C)OC12 (stereo not drawn)
3: C/C(=N\N1C(=O)c2ccccc2NC1c1ccc(C)cc1)c1c(O)cc(C)oc1=O (stereo not drawn)
4: CC(C)CSc1nc(N/N=C/c2cc(Cl)ccc2O)c(C#N)c(-c2ccc(F)cc2)n1
5: CC(CCN1C(=O)c2ccccc2C1=O)C(Br)C(=O)O (stereo not drawn)
6: CCOC(=O)c1nnn(Cc2cc(=O)oc3ccc(OC)cc23)c1C

Compound,1,2,3,4,5,6
COLO 205,-60*,108,101,96,110,107
NCI-H460,-58*,102,92,71,107,103
NCI-H322M,22,85,92,97,95,100
HCT-15,-48*,99,92,78,108,100
HT29,-17*,99,99,93,.,102
HCT-116,-70*,99,92,62,115,91
NCI-H226,65,102,92,96,98,97
KM12,24,106,96,97,100,94
SW-620,-47*,98,100,94,108,102

7: COc1ccccc1NC(=O)c1ccccc1
8: c1ccc(C2OCCN2c2ccccc2)cc1 (stereo not drawn)
9: Cc1cc(N2CCC(C)CC2)nc(N2CCN(CC(=O)Nc3ccc4c(ccn4Cc4ccccc4)c3)CC2)n1
10: COC1=C[C@@]23CCC(=O)N2CCc2cc4c(cc2[C@H]3[C@H]1OC(=O)[C@H](C)O)OCO4
11: CCOC(=O)C1=C(c2ccccc2)N=C2Sc3c(-c4ccc(Br)cc4)nc(N)nc3N2C1c1ccc(O)c(OC)c1 (stereo not drawn)
12: C/C=C/C(C(=O)NC(N)=O)C(C)C (stereo not drawn)

Compound,7,8,9,10,11,12
COLO 205,115,116&95,73,105,114,108
NCI-H460,97,107&111,77,105,100,111
NCI-H322M,112,102&105,97,102,90,101
HCT-15,103,111&109,61,105,100,103
HT29,104,116&99,20,105,114,111
HCT-116,98,120&103,49,97,97,103
NCI-H226,97,96&100,66,102,98,102
KM12,108,104&105,73,105,101,106
SW-620,94,99&102,84,98,102,110

13: OCC1(c2ccccc2)CCN(Cc2ccccc2)CC1
14: CC(=O)O[C@]1(C(C)=O)CC[C@H]2[C@@H]3CC(=C(Br)Br)C4=CC(=O)CC[C@]4(C)[C@H]3CC[C@@]21C
15: O=C(/C=C/c1ccc(F)cc1)Nc1ccc(C=C2c3ccccc3C(=O)c3ccccc32)cc1
16: CCN1CCN(C(=O)[C@]23CCC(C)(C)C[C@H]2C2=CC[C@@H]4[C@@]5(C)CC/C(=N/O)C(C)(C)[C@@H]5CC[C@@]4(C)[C@]2(C)CC3)CC1
17: CC1(C)[C@@H]2CC[C@@]1(C)C(=O)C2
18: Cc1ccc2[nH]c(O)c(N=Nc3nc(Nc4ccccc4)nc(Nc4ccc(S(N)(=O)=O)cc4)n3)c2c1

Compound,13,14,15,16,17,18
COLO 205,117,36,103,88,111,82
NCI-H460,114,67,75,72,109,88
NCI-H322M,105,97,91,86,104,74
HCT-15,110,45,48,15,114,103
HT29,101,55,64,28,105,60
HCT-116,106,46,44,19,114,51
NCI-H226,100,67,71,66,98,75
KM12,105,58,39,72,109,73
SW-620,.,74,75,22,107,105

2 records drawn at random from those above, as already listed:
17: CC1(C)[C@@H]2CC[C@@]1(C)C(=O)C2
18: Cc1ccc2[nH]c(O)c(N=Nc3nc(Nc4ccccc4)nc(Nc4ccc(S(N)(=O)=O)cc4)n3)c2c1

Compound,17,18
COLO 205,111,82
NCI-H460,109,88
NCI-H322M,104,74
HCT-15,114,103
HT29,105,60
HCT-116,114,51
NCI-H226,98,75
KM12,109,73
SW-620,107,105

Going on with the list:
19: O=C(CCc1ccccc1)CCc1ccccc1
20: Cc1cc2cc(C)c3cccc(C)c3c2c2c(C)cccc12
21: CC(=O)CCSc1ccc(O)cc1
22: CCn1c(SCC(=O)Nc2ccc(-c3nc4ccc([N+](=O)[O-])cc4[nH]3)cc2)nc2ccccc2c1=O
23: OCC(O)c1ccccn1 (stereo not drawn)
24: C=C(C=O)[C@@H]1CC[C@]2(CO)CC[C@]3(C)[C@H](CC[C@@H]4[C@@]5(C)CCCNC(C)(C)[C@@H]5CC[C@]43C)[C@@H]12

Compound,19,20,21,22,23,24
COLO 205,109,90,109,105,92,77
NCI-H460,110,96,107,102,102,86
NCI-H322M,89,106,106,92,110,96
HCT-15,97,98,102,87,103,-8.3*
HT29,101,89,89,123,105,-3.5*
HCT-116,110,72,89,112,96,-64*
NCI-H226,101,94,104,87,106,76
KM12,102,100,99,83,128,1.6*
SW-620,101,92,109,117,97,1.4*

25: Nc1ncnc2c1ncn2CCO
26: OCCN1CCOCC1
27: CNc1ccc2[nH]c3ccccc3c2c1
28: O=c1oc2ccc(Cl)cc2cc1-c1nn(-c2ccccc2)cc1-c1nn[nH]n1
29: COc1cc(/C=C2\C=C(c3ccccc3)N(Cc3ccccc3)C2=O)cc(OC)c1OC
30: COc1ccc([C@H]2[C@H](C(=O)Nc3ccccn3)c3ccccc3C(=O)N2c2ccc(OC)cc2)cc1

Compound,25,26,27,28,29,30
COLO 205,108,119,99,106,88,53
NCI-H460,108,104,97,106,103,78
NCI-H322M,98,125,107,99,88,92
HCT-15,104,96,100,106,80,74
HT29,100,110,110,106,91,62
HCT-116,107,97,91,112,97,38
NCI-H226,94,112,97,98,80,74
KM12,102,111,97,105,88,55
SW-620,101,113,90,99,106,67

31: O=C(CNCCCCCNCC(=O)OC1CCCCC1)OC1CCCCC1
32: O=C(Nc1nc2ccc(OC(F)(F)F)cc2o1)c1ccccc1
33: CN1CCc2c(c3cccc4c3n2Cc2ccccc2O4)C1
34: CCOC(=O)c1cn2c3c(c(C)cc(C)c3c1=O)C(=O)/C(=C/c1cccc(Cl)c1Cl)C2
35: O=C(Nc1ccc2c(c1)OCO2)C1CC(=O)N(c2ccc3c(c2)CCC3)C1 (stereo not drawn)
36: N#Cc1c(N)nnn1Cc1cc(=O)oc2ccc(O)cc12

Compound,31,32,33,34,35,36
COLO 205,121,129,100,94,89[50 µM],118
NCI-H460,128,112,98,103,90[50 µM],107
NCI-H322M,143,111,90,91,80[50 µM],110
HCT-15,126,97,88,96,87[50 µM],110
HT29,112,102,89,77,98[50 µM],102
HCT-116,110,87,91,85,75[50 µM],89
NCI-H226,111,102,92,85,46[50 µM],96
KM12,113,98,99,93,83[50 µM],107
SW-620,115,.,93,88,93[50 µM],104

37: Oc1ccc2ccccc2c1I
38: Cn1c(=O)c2c(nc3n2CCN3CCc2ccc(O)c(O)c2)n(C)c1=O
39: C=C1C(=O)O[C@H]2[C@H]1CC/C(COC(=O)/C=C/C(=O)NCc1ccc(Cn3c(=O)sn(-c4ccccc4)c3=O)cc1)=C\CC[C@@]1(C)O[C@@H]21
40: O=c1oc2ccc(Br)cc2cc1-c1csc(N/N=C/c2cc3ccccc3nc2Cl)n1
41: CCCn1cc(/C=N\N=C2\C(=O)Nc3c(C)cc(C)cc32)c2ccccc21
42: COc1ccc2oc3c(c4c(c5c6ccccc6n(C)c35)C(=O)N(O)C4=O)c2c1

Compound,37,38,39,40,41,42
COLO 205,97,103,.,.,90,102
NCI-H460,97,103,92,100,98,41
NCI-H322M,102,.,90,100,104,96
HCT-15,88,102,33,109,87,82
HT29,99,99,-47*,107,102,83
HCT-116,96,98,-79*,95,76,70
NCI-H226,83,94,14,.,82,102
KM12,89,99,49,105,95,84
SW-620,95,100,-65*,102,99,57

43: CC(=O)n1nc(C2=C(c3cccs3)NC(=S)NC2C)cc1-c1ccc(C)o1 (stereo not drawn)
44: COc1cc(C2CC(c3ccc(SC)cc3)=NN2)cc(OC)c1OC (stereo not drawn)
45: O=[N+]([O-])c1c(Cl)c(Cl)c(O)c(Cl)c1Cl
46: CCOC(=O)/C(=C\c1ccccn1)C(C)=O
47: O=C(O)CCNC(=O)c1ccc(N=Nc2ccc(O)c(C(=O)O)c2)cc1
48: N#Cc1nn(-c2cc(=O)[nH]c3ccc(Br)cc23)c(N)c1C#N

Compound,43,44,45,46,47,48
COLO 205,90,128,129,128,113,80
NCI-H460,107,100,105,113,107,105
NCI-H322M,102,102,120,116,107,93
HCT-15,99,89,106,110,107,99
HT29,102,106,106,123,102,95
HCT-116,80,89,109,111,106,86
NCI-H226,93,81,115,100,91,98
KM12,96,107,115,113,107,109
SW-620,101,111,105,102,101,84

49: C[N+]1(Cc2ccc([N+](=O)[O-])cc2)CCC(CCCCCCCC2CC[N+](C)(Cc3ccc([N+](=O)[O-])cc3)CC2)CC1 (stereo not drawn)
50: Cc1cc2c(cc1C)NC(=O)CC(=O)N2
51: Nc1nc2ccccc2c2c(=O)c3cccc(Cl)c3sc12
52: CN1CCN(c2cc(F)c(NC3=C(Cl)C(=O)c4ncccc4C3=O)c(F)c2)CC1
53: Nn1c(CN2CCN(c3cc4c(cc3F)c(=O)c(C(=O)O)cn4C3CC3)CC2)n[nH]c1=S
54: CCN(CC)C(=O)C1CCCCN1Cc1c[nH]c2ccccc12 (stereo not drawn)

Compound,49,50,51,52,53,54
COLO 205,.,102,57,34,121,99
NCI-H460,89,109,62,9.9*,109,107
NCI-H322M,102,109,89,102,93,107
HCT-15,94,115,59,-8.5*,106,108
HT29,70,102,93,11,98,95
HCT-116,82,106,65,-70*,102,90
NCI-H226,92,101,94,85,107,94
KM12,93,111,90,82,103,105
SW-620,101,114,89,-77*,105,100

55: O=C1CCc2c(sc3[nH]c(=S)n(Cc4ccccc4)c(=O)c23)C1
56: O=C(O)C1CC2C3CC(C(=O)O)C(C3)C2C1 (stereo not drawn)
57: CCN1C(=O)N(CC)C2NN3C(=O)C4(SC3=NC21)C(c1ccccc1F)CN(C)C41C(=O)Nc2ccccc21 (stereo not drawn)
58: O=C(OCc1ccccc1)c1ccccc1C(=O)OCc1ccccc1
59: O=S(=O)(Nc1cccc(Cl)c1)c1ccc(-c2cnc(C3CC3)o2)cc1
60: O=C(C(=O)c1cc(Br)ccc1O)c1cc(Br)ccc1O

Compound,55,56,57,58,59,60
COLO 205,32,110,102,109,0.3*,100
NCI-H460,3.9*,110,105,102,17,39
NCI-H322M,30,119,95,103,48,68
HCT-15,7.5*,101,110,101,24,54
HT29,80,109,99,99,3.6*,94
HCT-116,6.5*,110,98,85,15,40
NCI-H226,51,112,104,93,41,91
KM12,5.9*,109,105,107,21,49
SW-620,15,105,100,96,11,67

61: COc1ccc(-c2nnc(-c3nnn(-c4ccc([N+](=O)[O-])cc4)c3C)o2)cc1OC
62: O=C(NNc1nc(NCCc2c[nH]c3ccccc23)nc(N2CCN(C(c3ccccc3)c3ccccc3)CC2)n1)c1ccccc1
63: Cc1ccc2nc([C@@H](C)c3ccc4c(c3)[nH]c3ccc(Cl)cc34)[nH]c2c1
64: Nc1nc(=O)[nH]c2ccc(Sc3ccc(F)cc3)cc12
65: O=C(NCc1ccccc1)c1cc2cc(Nc3nc(-c4ccccc4)nc4ccccc34)ccc2oc1=O
66: C[Si](F)(c1cccc2ccccc12)c1cccc2ccccc12

Compound,61,62,63,64,65,66
COLO 205,103,98,118,100,104,102
NCI-H460,111,93,107,113,72,98
NCI-H322M,103,88,95,93,103,88
HCT-15,102,84,106,.,84,94
HT29,102,85,106,94,96,86
HCT-116,103,65,81,97,36,77
NCI-H226,98,66,99,.,102,84
KM12,113,83,95,107,86,90
SW-620,100,79,110,108,101,90

67: O=C(O)CCc1cccnc1
68: Cc1ccc(C2=CSC3=NCCN23)cc1Cl
69: CCOC(=O)[C@H](Cc1ccccc1)Nc1nc(N)nc(N(C)C2CCCCC2)c1C=O
70: COc1ccc(C(=O)N2C=Cc3ccccc3C2C(N)=O)cc1 (stereo not drawn)

Compound,67,68,69,70
COLO 205,124,105,107,112
NCI-H460,113,88,109,.
NCI-H322M,130,85,101,.
HCT-15,105,92,102,87
HT29,103,86,101,105
HCT-116,103,82,92,106
NCI-H226,100,84,107,99
KM12,110,100,106,83
SW-620,100,99,106,106

Grouped by structure, the compounds so far containing a furan ring, fused or not (2)
42: COc1ccc2oc3c(c4c(c5c6ccccc6n(C)c35)C(=O)N(O)C4=O)c2c1
43: CC(=O)n1nc(C2=C(c3cccs3)NC(=S)NC2C)cc1-c1ccc(C)o1 (stereo not drawn)

Compound,42,43
COLO 205,102,90
NCI-H460,41,107
NCI-H322M,96,102
HCT-15,82,99
HT29,83,102
HCT-116,70,80
NCI-H226,102,93
KM12,84,96
SW-620,57,101

Screening data deposited in PubChem BioAssay by NCI.
